# Compound activity as filed in PubChem.
# RGS4 inhibitor: Inhibitors of Regulator of G Protein Signaling (RGS) 4: qHTS. AID 504845, 2011. 390,000 compounds, 0.039% hits. Transcreener GDP fluorescence polarization, RGS4-accelerated GTP hydrolysis. Potency, µM (doses to about 114 µM), for inactives: at the top dose activity change, negative = inhibition, usual class: inhibitors. Regulator of G-protein signaling 4 (Homo sapiens), P49798; further: on the % scale 0 is the no-effect control and ±100 the full control effect; nearly all actives have a fitted effect of over 75% in size; some results filed as inactive show a strong effect at the top dose
#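 MLSMR compounds (23 nl, pin-transferred) preincubated 10 min at room temperature with a 500nM (2x) first reagent, then RGS4 at 900nM (2x) plus Transcreener GDP mix added; fluorescence polarization (620/688 nm) read before and after 90 min at 30 °C.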
# TrxR1 inh: qHTS Assay for Inhibitors of Mammalian Selenoprotein Thioredoxin Reductase 1 (TrxR1): qHTS | recombinant rTrxR1, NADPH fluorescence consumption, selenite substrate | 390,000 compounds, 1% hits | Potency, µM (highest dose often 114 µM), for inactives: top-dose activity change, negative = inhibition, usual class: inhibitors | AID 588453, 2011 | Thioredoxin reductase 1, cytoplasmic (Rattus norvegicus), O89049; further: on the % scale 0 is the no-effect control and ±100 the full control effect; nearly all actives have a fitted effect of over 65% in size
# Target sequence (O89049 whole entry, looked up): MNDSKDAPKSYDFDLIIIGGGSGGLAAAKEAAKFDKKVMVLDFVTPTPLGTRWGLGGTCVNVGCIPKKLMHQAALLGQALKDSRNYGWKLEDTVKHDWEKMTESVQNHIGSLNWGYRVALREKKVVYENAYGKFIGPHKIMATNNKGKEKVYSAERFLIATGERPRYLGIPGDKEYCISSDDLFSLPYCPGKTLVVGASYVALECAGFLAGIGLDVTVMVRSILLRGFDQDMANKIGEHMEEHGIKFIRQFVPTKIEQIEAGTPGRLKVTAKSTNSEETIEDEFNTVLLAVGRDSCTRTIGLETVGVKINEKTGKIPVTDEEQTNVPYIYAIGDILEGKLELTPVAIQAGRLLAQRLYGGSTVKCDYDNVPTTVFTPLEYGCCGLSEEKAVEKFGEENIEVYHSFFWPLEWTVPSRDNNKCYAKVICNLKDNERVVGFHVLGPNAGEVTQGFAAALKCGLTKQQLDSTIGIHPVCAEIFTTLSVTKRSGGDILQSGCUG
#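 Rat TrxR1 (90 nM in the dispensed reagent) was pre-reduced with 400 uM NADPH for 5 min at room temperature, then incubated with compound for 15 min. After 400 uM selenite was added, NADPH fluorescence (Ex 340/Em 450 nm) was followed for 8 min.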
# RXFP1 ag: qHTS Assay for Agonists of the Relaxin Receptor RXFP1 | HEK293T-RXFP1 cAMP TR-FRET, 30 min; response scale: percent of porcine relaxin response, buffer zero | Potency, µM (doses to about 57.5 µM), without a hit: top-dose activation, most hits filed as activators | 370,000 compounds, 0.3% hits; further: on the % scale 0 is the no-effect control and ±100 the full control effect; nearly all actives have a fitted effect of over 60% in size; many of its hits are not listed in these tables
#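 Agonist response is measured as cAMP accumulation in an RXFP1-transfected HEK293T line under PDE4 inhibition. Values are scaled between buffer-only and 29 nM porcine relaxin, and EC50s come from standard Hill equation fits.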
# Vif-APOBEC3G blk: qHTS for Inhibitors of Vif-A3G Interactions: qHTS. DNA dC->dU-editing enzyme APOBEC-3G (Homo sapiens), Q9HC16. HeLa A3G-eYFP + Vif (tagged APOBEC3G with the HIV-1 protein that degrades it), YFP fluorescence, overnight. Potency, µM (doses to about 46.1 µM), inactives show top-dose activity, negative = active, hits mostly inhibitors. 410,000 compounds, 0.076% hits. AID 602310, 2012;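 further: on the % scale 0 is the no-effect control and ±100 the full control effect; nearly all actives have a fitted effect of over 60% in size; hits raise eYFP signal because A3G escapes Vif-driven loss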
#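 Read-out is eYFP fluorescence (Ex 488/Em 500-530) from Vif-expressing HeLa A3G-eYFP cells; more signal means A3G escaped Vif-mediated degradation. Cells plated overnight, compound pinned in, incubated overnight at 37 deg C.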
# Vif-A3F inh: qHTS for Inhibitors of Vif-A3F Interactions: qHTS. HeLa A3F-eYFP + Vif (tagged APOBEC3F with the HIV-1 protein that degrades it), YFP fluorescence increase. Potency, µM (highest dose often 46.1 µM), without a hit: at the highest dose activity, negative = active. 390,000 compounds, 0.2% hits. AID 602313, 2012; further: % of control where 0% means no effect; nearly all actives have a fitted effect of over 65% in size
#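 HeLa cells stably expressing A3F-eYFP plus Vif, plated and incubated overnight at 37 deg C, then exposed to compounds overnight at 37 deg C. Blocked degradation read as raised yellow fluorescence (Ex 488/Em 500-530).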
# 12-LOX inh: Primary qHTS assay for inhibitors of human arachidonate 12S-lipoxygenase (ALOX12): Round 2. 580,000 compounds, 1.1% hits. Potency, µM (top dose mostly 108 µM), for inactives: top-dose activity change, negative = inhibition, most hits filed as inhibitors. AID 1671190, 2021. purified 12hLO, xylenol orange hydroperoxide absorbance. Polyunsaturated fatty acid lipoxygenase ALOX12 (Homo sapiens), P18054; further: on the % scale 0 is the no-effect control and ±100 the full control effect
#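 Purified human 12hLO at 150 nM in 25 mM Hepes, 0.01% Triton X-100, pH 7.0, preincubated 15 min at room temperature with compound. Reaction started with 40 uM arachidonic acid, 30 min at room temperature. Hydroperoxide measured by Fe-xylenol orange, 573/405 nm absorbance ratio.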
# mIDH1 inhibitor: qHTS for Inhibitors of mutant isocitrate dehydrogenase 1 (IDH1): qHTS; 390,000 compounds, 0.093% hits; AID 602179, 2012; Isocitrate dehydrogenase [NADP] cytoplasmic (Homo sapiens), O75874; Potency, µM (top dose mostly 76.6 µM), without a hit: at the highest dose activity change, negative = inhibition, hits mostly inhibitors; IDH1-R132H enzyme, NADPH consumption, diaphorase/resazurin fluorescence; further: on the % scale 0 is the no-effect control and ±100 the full control effect; nearly all actives have a fitted effect of over 65% in size
# Target sequence (O75874 whole entry R132H, stated change not applied): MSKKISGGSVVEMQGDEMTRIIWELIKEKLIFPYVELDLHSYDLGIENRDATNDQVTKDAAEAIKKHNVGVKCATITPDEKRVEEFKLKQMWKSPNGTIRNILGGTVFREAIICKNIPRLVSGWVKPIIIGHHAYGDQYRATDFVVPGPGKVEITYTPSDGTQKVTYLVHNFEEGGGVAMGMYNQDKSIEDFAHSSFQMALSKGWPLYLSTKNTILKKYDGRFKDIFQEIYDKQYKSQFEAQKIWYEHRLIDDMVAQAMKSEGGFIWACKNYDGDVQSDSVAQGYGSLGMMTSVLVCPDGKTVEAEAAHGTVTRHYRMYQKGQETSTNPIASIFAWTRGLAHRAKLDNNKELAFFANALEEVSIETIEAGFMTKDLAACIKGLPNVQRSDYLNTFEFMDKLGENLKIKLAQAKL
#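 IDH1-R132H (0.5 ug/mL) preincubated 30 min with compound, then NADPH (0.016 mM) and alpha-KG (2 mM) added; 80 min at RT, pH 7.5. Remaining NADPH coupled via diaphorase/resazurin to fluorescence (540/590 nm); concentration-response curves normalized to no-enzyme control.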
# USP1 inh: Inhibitors of USP1/UAF1: Primary Screen; Ubiquitin carboxyl-terminal hydrolase 1 (Homo sapiens), O94782; recombinant USP1/UAF1, Ub-Rhodamine cleavage fluorescence; Potency, µM (series often up to 57.1 µM), for inactives: at the highest dose activity change, negative = inhibition, usual class: inhibitors; 390,000 compounds, 0.23% hits; further: on the % scale 0 is the no-effect control and ±100 the full control effect; nearly all actives have a fitted effect of over 60% in size; inactives centre near -12
#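 1 nM enzyme complex + cpd, 15 min RT; start with Ub-Rho 150nM final; kinetic fluorescence ex 480/em 540, 6 reads q60 s. Buffer 50mM HEPES pH 7.8, 0.5mM EDTA, 0.1 mg/ml BSA, 1mM TCEP, 0.01% Tween-20.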
# TrxR1 substrate: qHTS Assay for Substrates of Mammalian Selenoprotein Thioredoxin Reductase 1 (TrxR1): qHTS; Thioredoxin reductase 1, cytoplasmic (Rattus norvegicus), O89049; purified TrxR1 substrate turnover, NADPH consumption readout; Potency, µM (series often up to 114 µM), without a hit: at the highest dose activity change, negative = substrate turnover; 390,000 compounds, 0.01% hits; AID 588456, 2011; further: on the % scale 0 is the no-effect control and ±100 the full control effect; nearly all actives have a fitted effect of over 50% in size
#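 Rat TrxR1, dispensed at 90 nM, was prereduced with 400 uM NADPH (final) for 5 min at ~22 deg C, then incubated with compound 15 min before 400 uM selenite. A first-read NADPH fluorescence drop versus no-compound background flagged substrates.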
# The depositor's hits bear a star; ? = inconclusive; . = not tested or not shown; & = joins results of further samples; [ ] = another dose, or the depositor's remark. The call rests on the fitted dose curve; in most records, active means well fitted curve in the direction sought with a large enough effect; inconclusive means small, poorly fitted or top-dose-only effect, or another doubt; inactive means no such curve, though single readings can be large; an effect the other way counts as inactive or inconclusive. Potency means the concentration at half of the fitted maximal effect. A portion of the library; the hit share may differ from the screen's.
SMILES,RGS4 inhibitor,TrxR1 inh,RXFP1 ag,Vif-APOBEC3G blk,Vif-A3F inh,12-LOX inh,mIDH1 inhibitor,USP1 inh,TrxR1 substrate
Cc1cc(N2CCOCC2)nc2ccc(NC(=O)CCC(=O)N3CCN(c4ccccc4F)CC3)cc12,-7%,12%[57.1 µM],2.2%,-1%,12%,-20%,1%,-13%,62%[activator][57.1 µM]
Cc1ccc2nc(SC(C)C(=O)NC3CCCc4ccccc43)[nH]c2c1 (stereo not given),-3%,-12%,0.0%,-1%,4%,-12%,14%,-19%,-14%
CCN(CC)S(=O)(=O)c1ccc2c(c1)c(=O)c(C(=O)N1CCN(c3cc(C)ccc3C)CC1)cn2C,1%,10%,2.4%,-7%,-7%,-23%,1%,-29%,-9%
O=C(COc1ccc(-c2ccccc2)cc1)NNC(=O)NC1CCCCC1,11%,14%[57.1 µM],-0.2%,-1%,8%,2%,0%,-21%,5%[57.1 µM]
O=C(c1ccc2c(c1)N(Cc1cccc(F)c1)C(=O)c1ccccc1S2)N1CCCC1,-34%,29%[57.1 µM],1.2%,1%,-1%,?,16%,-21%,8%[57.1 µM]
O=c1c2[nH]c3ccc(F)cc3c2nc2n1CCCS2,7%,18%,3.6%,-1%,1%,-20%,-3%,-3%,3%
CN(C)C(CNC(=O)c1ccc(Br)cc1)c1ccco1 (stereo not given),3%,7%[57.1 µM],-0.4%,0%,5%,?,-7%,-13%,4%[57.1 µM]
COCCCN(C(=O)C1CCCCC1)c1c(N)n(Cc2ccccc2)c(=O)[nH]c1=O,18%,10%,.,0%,-19%,12%,-1%,-17%,-3%
CC(Oc1ccccc1Cl)C(=O)N1CCCN(C)CC1 (stereo not given),10%,2%[57.1 µM],-0.7%,1%,9%,0%,3%,-12%,11%[57.1 µM]
COc1ccc(-c2cn(CCCOCc3ccccc3)nn2)cc1,7%,19%,0.6%,4%,0%,-12%,11%,-16%,-1%
CC(=O)O[C@H]1[C@H](C)OC=C[C@@H]1OC(C)=O,-13%,24%,-1.1%,4%,-6%,-4%,14%,-19%,14%
CCCOc1ccc(CNC(=O)C2CCN(c3nn4c(=O)cc(C)nc4s3)CC2)cc1,10%&-21%,4%&1%,7.3%&2.5%,7%&5%,2%&5%,1%&-7%,4%&7%,-11%&-23%,-11%&-1%
CCc1ccccc1NC(=O)Nc1nnc(N2CCCC2)s1,19%,21%,-7.4%,2%,-10%,-11%,-12%,-3%,13%
CCCOP(=O)(c1ccc(N(C)C)cc1)C(O)c1cccnc1 (stereo not given),-6%,7%,0.7%,-1%,1%,2%,2%,-4%,6%
CC(=O)c1cccc(NC(=O)C2CCCN2S(=O)(=O)c2cccc3cccnc23)c1 (stereo not given),-1%,-3%,1.4%,1%,-4%,0%,-7%,1%,-3%
CC(C)Oc1cccc(C(=O)NC(=S)Nc2cccc(NC(=O)c3ccccc3Cl)c2)c1,-38%,-25%,-0.1%,-2%,8%,10µM*,0%,-10%,-4%
CC(=O)c1cccc(NC(=O)CCS(=O)(=O)c2ccc(Br)s2)c1,-9%&-15%,0%&-10%,-0.3%&5.0%,1%&-1%,11%&-2%,-5%&-34%,0%&0%,-13%&-29%,1%&3%
COCCn1c(CCC(=O)Nc2ccc(C)c(Cl)c2)nc2cccnc21,0%,-9%,-1.9%,0%,0%,-16%,9%,-9%,-5%
CCCCOc1ccc(-c2nnn(CC(=O)Nc3ncc(CC(=O)OCC)s3)n2)cc1,25%[11.4 µM],-7%,-1.1%,-8%,7%,?,-2%,-13%,-7%[57.1 µM]
CC12CCC(=O)N1C(C(=O)Nc1nc3ccc(Cl)cc3s1)CS2 (stereo not given),-21%,-2%[57.1 µM],0.4%,0%,1%,?,-7%,-10%,-2%[57.1 µM]
O=C(NCCCc1ccncc1)C1CCC(=O)N(CCc2cccc(F)c2)C1 (stereo not given),15%,20%,-0.4%,0%,-9%,16%,-14%,-23%,0%
N#Cc1ncc(C(F)(F)F)cc1Sc1ccc(N)cc1,28%,-4%,4.4%,-17%,-20%,84%[activator],2%,-19%,-13%
Cc1c(CC(=O)O)c(=O)oc2c(C)c3occ(-c4ccccc4)c3cc12,-6%,14%[57.1 µM],0.0%,-5%,15%,0%,-24%,?,-7%[57.1 µM]
Cc1cc(C(=O)NNC(=O)c2cccc(N(C)C)c2)c(C)o1,-4%,21%,0.5%,3%,-10%,-27%,0%,-13%,-1%
CC(C)COc1cccc(C(=O)Nc2ccc(N3CCOCC3)cc2N2CCOCC2)c1,-20%,0%,0.9%,1%,-2%,-20%,0%,-9%,-7%
O=C(Nc1ccc(F)cc1)N1CCN(C(=O)C2CCCO2)CC1 (stereo not given),6%,18%,0.1%,-4%,-15%,-19%,11%,-11%,1%
Cc1c(NC(=O)c2cccs2)cccc1-c1nc2cc(Cl)ccc2o1,-2%,37%,0.1%,.,.,?,.,-27%,7%
CCOC(=O)Cn1c(C)nc2c(C(=O)OCC)sc(C)c2c1=O,-10%,4%[57.1 µM],0.2%,2%,5%,23%,2%,-1%,15%[57.1 µM]
COCC(=O)N1CCCC(C(=O)c2ccc3c4c(cccc24)CC3)C1 (stereo not given),-3%,16%,3.8%,1%,-3%,-13%,5%,-22%,38%[activator]
Cc1nn(C)c(C)c1S(=O)(=O)N1CCCC(C(=O)NCC2COc3ccccc3O2)C1 (stereo not given),0%,12%[57.1 µM],0.2%,0%,-10%,10%[57.4 µM],4%,-9%,6%[57.1 µM]
COc1cc(-c2noc(C)c2C(=O)NCc2ccc(C)o2)cc(OC)c1OC,11%,-17%,.,1%,1%,-52%,-4%,-21%,-3%
Cc1ccc([N+](=O)[O-])cc1NC(=O)Cc1cccs1,-6%,1%[57.1 µM],-1.1%,-7%,1%,?,-4%,-12%,6%[57.1 µM]
CC[C@H](C)[C@H](NC(=O)c1ccccc1)C(=O)Nc1ccc(S(=O)(=O)Nc2cc(C)nc(C)n2)cc1,-21%,7%,4.5%,-4%,-2%,0%,-3%,-23%,-1%
CCOC(=O)C1=C(COC(=O)COc2cccc(C)c2C)NC(=O)NC1C (stereo not given),11%,15%,-0.7%,-1%,0%,58%[activator],-6%,-11%,-3%
O=C(c1cccc(F)c1)N1CCN(S(=O)(=O)c2ccccc2)CC1,3%,0%,0.5%,-1%,1%,-3%,4%,-24%,-6%
COc1ccc(CCNC(=O)Cn2c(=O)n(-c3ccc(OC)c(OC)c3)c(=O)c3ccccc32)cc1OC,16%,2%,5.5%,2%,-9%,-13%,-2%,-17%,-3%
O=C(c1ccc2c(c1)CCN2S(=O)(=O)c1ccccc1)N1CCN(c2cccc(Cl)c2)CC1,-5%,19%,0.9%,-2%,4%,-8%,-1%,-27%,6%
CCN(CC)S(=O)(=O)c1ccc(OCC(=O)NCc2ccccc2)cc1,-6%,23%,-0.6%,1%,-1%,10%,5%,-10%,6%
Cc1ccc(NC(=O)CC2SC3=NCCCN3C2=O)c(C)c1 (stereo not given),-10%[11.4 µM],?,0.7%,-3%,0%,?,4%,-24%,-4%
Cc1c(CC(=O)N2CCN(C(=O)C3COc4ccccc4O3)CC2)c(=O)oc2c(C)c(O)ccc12 (stereo not given),-17%,43%[activator],-0.5%,0%,-5%,0%&1%,-3%,-17%,276%[activator]
Cc1cccc(CN2CCN(Cc3nc4c(s3)CCCC4)CC2CCO)n1 (stereo not given),-11%,7%,1.1%,1%,-3%,10%,6%,-18%,9%
COc1ccccc1C(CC(=O)Nc1nccs1)c1ccco1 (stereo not given),-22%,-1%[57.1 µM],1.7%,1%,-3%,112%[activator],12%,-5%,10%[57.1 µM]
